# Pf growth 48h – inhibits P. falciparum growth in the first generation, 48 h. 5.9% of 310,000 active. Potency, µM (highest dose often 28.7 µM), for inactives: top-dose activity change, negative = inhibition, hits mostly inhibitors. P. falciparum luciferase growth in erythrocytes, 48 h; further: potency means the concentration at half of the fitted maximal effect; on the % scale 0 is the no-effect control and ±100 the full control effect
#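 Luminescence readout; reporter = integrated firefly luciferase in P. falciparum. RBC culture at 2% hematocrit, 0.1% parasitemia final, 37 C/5% CO2; decreased signal taken as growth inhibition.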
# TbPYK inhibitor – blocks Trypanosoma brucei pyruvate kinase | Q57TT1 | TbPYK enzyme, Kinase-Glo Plus ATP luminescence, 45 min | Potency, µM (series often up to 76.8 µM), without a hit: at the top dose activity, negative = inhibition, usual class: inhibitors | 0.12% of 410,000 active | AID 624173; further: potency means the concentration at half of the fitted maximal effect; on the % scale 0 is the no-effect control and ±100 the full control effect; nearly all actives have a fitted effect of over 50% in size
#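 Luminescence from Kinase-Glo Plus, added after a 45-minute room-temperature reaction, served as the end-point read-out. The enzyme and substrate were preincubated with compound before ADP (130 uM final) initiated turnover. Concentration-effect curves came from normalized qHTS data.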
# Pf growth 96h – P. falciparum growth inhibition at 96 hours; P. falciparum luciferase reporter growth, 96 h; Potency, µM (highest dose often 28.7 µM), for inactives: at the highest dose activity change, negative = inhibition, hits mostly inhibitors; 6.9% of 320,000 active; AID 504834; further: potency means the concentration at half of the fitted maximal effect; on the % scale 0 is the no-effect control and ±100 the full control effect
#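 Compounds incubated with erythrocytes infected by luciferase-expressing P. falciparum (2% hematocrit, 0.05% parasitemia final) for 96 hours, 37 C in 5% CO2. Growth inhibition scored as decreased luciferase luminescence.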
# Shiga toxin inh – Shiga toxin inhibition. Vero cells, Shiga toxin protein synthesis inhibition reporter. 9.2% of 290,000 active. inhibition, % at 38.7 µM; in the data active means inhibition mostly above about 28%, no sharp cut-off; inactive means mostly below about 43%; further: 0% is about no effect
# LmPK inhibitor – blocks Leishmania mexicana pyruvate kinase activity; AID 1721; purified LmPK, Kinase-Glo ATP luminescence, 1 h; 0.37% of 290,000 active; Potency, µM (highest dose often 57.5 µM), for inactives: at the highest dose activity change, negative = inhibition, hits mostly inhibitors; further: potency means the concentration at half of the fitted maximal effect; on the % scale 0 is the no-effect control and ±100 the full control effect
# Target sequence (Q27686 whole entry, looked up): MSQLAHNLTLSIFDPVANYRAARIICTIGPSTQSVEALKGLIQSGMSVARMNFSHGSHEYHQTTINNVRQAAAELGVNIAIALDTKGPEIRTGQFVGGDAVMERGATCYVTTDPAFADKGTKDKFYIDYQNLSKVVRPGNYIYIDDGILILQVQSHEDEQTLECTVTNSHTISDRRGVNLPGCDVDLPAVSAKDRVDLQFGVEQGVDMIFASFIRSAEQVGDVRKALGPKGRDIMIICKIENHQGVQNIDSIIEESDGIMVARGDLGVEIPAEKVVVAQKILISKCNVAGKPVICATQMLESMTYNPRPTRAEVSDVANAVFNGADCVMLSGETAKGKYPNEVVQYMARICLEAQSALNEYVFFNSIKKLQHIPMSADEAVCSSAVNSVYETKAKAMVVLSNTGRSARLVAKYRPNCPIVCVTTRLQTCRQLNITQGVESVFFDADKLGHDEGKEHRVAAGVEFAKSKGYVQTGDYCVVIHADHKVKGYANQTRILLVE
#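 ATP generated from ADP (0.1 mM) and PEP (0.5 mM) by 0.1 nM LmPK over 1 h at room temperature (pH 7.2 imidazole buffer) was detected by coupled luciferase luminescence. Values were normalized to uninhibited and no-enzyme wells.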
# Cycloheximide cs – counter-screen hit for Shiga toxin inhibitors, cycloheximide; cell reporter, cycloheximide protein synthesis inhibition counterscreen; max response, %; 12% of 300,000 active; in the data active means max response mostly above about 13%, no sharp cut-off; inactive means mostly below about 14%; further: read at 38.3 µM for the half of the compounds with a filed dose; 0% is about no effect
# AMA1-RON2 inh – inhibitors of Plasmodium falciparum AMA1-RON2 interaction; AlphaScreen AMA1-biotinylated RON2 peptide binding; Potency, µM (doses to about 58.2 µM), for inactives: at the highest dose activity change, negative = inhibition, usual class: inhibitors; 0.2% of 360,000 active; AID 720542;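 further: potency means the concentration at half of the fitted maximal effect; 0% = vehicle wells and -100% = peptide control; nearly all actives have a fitted effect of over 45% in size; some results filed as inactive show a strong effect at the top dose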
#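 AMA1 (3D7) with his tag at 25 nM final met compounds first, then biotinylated RON2 peptide at 25 nM; detection used donor plus acceptor beads, 10 µg/mL apiece, read by AlphaScreen after 30 min at room temperature.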
# * hit, by the source's call; ? = inconclusive; . = no result given; [ ] = dose if it differs, or a comment. Unless noted, the call rests on the fitted dose curve; in most records, active means well fitted curve in the direction sought with a large enough effect; inconclusive means small, poorly fitted or top-dose-only effect, or another doubt; inactive means no such curve, though single readings can be large; an effect the other way counts as inactive or inconclusive. Not a hit list; overall some 21% were active at least once.
1. CCc1ccc(N(CC(=O)NC2CCCCC2)C(=O)CCC(=O)Nc2ccccn2)cc1
2. N#CC1=C(N)SC(N)=C(C#N)C1c1ccoc1
3. CC(=O)N1CCN(S(=O)(=O)c2ccccc2)C1c1ccccc1 (centres undefined)
4. COc1ccc(NC(=O)c2ccc(C#CC(C)(C)O)cc2)cc1
5. COc1ccc(NC(=O)COC(=O)CCNS(=O)(=O)c2ccc(Cl)cc2)cc1
6. Cc1ccc2[nH]c3c(c2c1)CCN1C(=O)OC(C)(C)C31C (centres undefined)
7. COCCCNC(=O)c1ccccc1N(Cc1ccccc1)S(=O)(=O)c1ccccc1
8. Cn1c(C(=O)O)c(CC(=O)NCC2COc3ccccc3O2)c2ccccc21 (centres undefined)
9. O=C(CSc1ccc2c(c1)OCCO2)NCCc1ccc(Cl)cc1Cl
10. Cc1c(Cl)cccc1NC(=O)c1ccco1

Compound,1,2,3,4,5,6,7,8,9,10
Pf growth 48h,-19%,12%,7%,23%,57%[activator],-17%,?,25%,3%,31%[activator]
TbPYK inhibitor,0%,.,-5%,-3%,-3%,-3%,3%,4%,-2%,2%
Pf growth 96h,?,3%,-17%,?,31%[activator],?,?,.,-14%,?
Shiga toxin inh,-8,-1,-19,28,-9,-21,-13,-11,1,.
LmPK inhibitor,-6%,2%,-2%,-1%,-3%,-1%,1%,0%,7%,-3%
Cycloheximide cs,-3,0,-1,29*,-2,-8,-4,-2,0,10
AMA1-RON2 inh,2%,.,0%,-11%[11.6 µM],0%,3%,-1%,5%,-5%,-2%

11. CCCCN(CC(O)COc1cccc(C)c1)CC(O)COc1cccc(C)c1 (centres undefined)
12. CCC(C)(C)C1CCc2[nH]nc(C(=O)NC(C)C)c2C1 (centres undefined)
13. CCCCOC(=O)C1C2C=CC3(CN(CCc4ccccc4)C(=O)C13)O2 (centres undefined)
14. C/C(=N\OCC(=O)NCC(F)(F)F)c1cc2ccccc2o1
15. O=C(O)CC1SC(N/N=C/c2ccc(Br)cc2)NC1=O (centres undefined)
16. CC(C)CNC(C)C(=O)Nc1ccc(S(N)(=O)=O)cc1 (centres undefined)
17. COc1ccc(OC)c(NC(=O)CSc2nnc(-c3ccco3)n2-c2ccc(C(=O)O)cc2)c1
18. COc1ccc(-c2csc(NC(=O)c3ccccc3S(C)(=O)=O)n2)cc1
19. Cc1nnsc1S(=O)c1ccc(F)cc1 (centres undefined)
20. COCCOC(=O)c1c(C)oc2ccc(OCc3ccccc3)cc12

Compound,11,12,13,14,15,16,17,18,19,20
Pf growth 48h,?,?,?,89%[activator],299%[activator],-12%,4.7µM*,7%,7%[0.00184 µM],-9%
TbPYK inhibitor,-5%,-4%,4%,9%,-16%,1%,-23%,-2%,-6%,-3%
Pf growth 96h,1.9µM*,?,?,56%[activator],18%,2%,0.41µM*,7%,?,-22%
Shiga toxin inh,-9,.,-2,71*,79*,-9,-3,-9,-9,-5
LmPK inhibitor,3%,.,3%,4%,-17%,5%,2%,1%,-8%,6%
Cycloheximide cs,-8,.,-3,53*,44*,-3,8,-1,-2,-4
AMA1-RON2 inh,-5%,4%,20%,1%,67%[activator],2%,13%,-9%,-7%,67%[activator]

21. CC(C)C(C(=O)NCC1CCCO1)N(CC1CCCO1)C(=O)CNS(=O)(=O)c1ccccc1 (centres undefined)
22. CCN(CC)S(=O)(=O)c1ccc2c(c1)oc(=O)n2CC(=O)N(C)C1CCCCC1
23. COCCCNC(=O)c1cc2c(=O)n3cc(C)ccc3nc2nc1NCC1CCCO1 (centres undefined)
24. Cc1ccc(Sc2cc(C(=O)NCCCN(C)C)c3ccccc3n2)cc1
25. COc1ccc(N2C(=O)N3[C@H](c4cccc(C)c4)[C@@H]4C(=O)N(Cc5ccccc5)C(=O)[C@@H]4[C@]3(Cc3ccccc3)C2=O)cc1
26. Cn1c(SCc2nn[nH]n2)nc2c1c(=O)n(Cc1ccccc1Cl)c(=O)n2C
27. COC(=O)c1cc(NC(=O)C2CC2)cc(C(=O)OC)c1
28. COc1ccc(NC(=O)CSc2nnc(-c3cc(C)[nH]n3)n2N)cc1OC
29. Cc1ccc(S(=O)(=O)CCC(=O)NCc2ccco2)cc1
30. Cc1ccc(CC2CC(=O)N(c3cc(C)on3)C2=O)cc1 (centres undefined)

Compound,21,22,23,24,25,26,27,28,29,30
Pf growth 48h,-2%,?,24%,-7%[0.00184 µM],?,-9%,13%,14%,18%,.
TbPYK inhibitor,-2%,-2%,.,-6%,0%,-17%,1%,1%,3%,0%
Pf growth 96h,-3%,?,41%[activator],?,4.7µM*,-9%,.,5%,.,16%
Shiga toxin inh,26,3,-16,-8,0,-19,57,3,-18,-8
LmPK inhibitor,-4%,-1%,1%,0%,8%,1%,2%,2%,6%,2%
Cycloheximide cs,-1,2,-8,-2,5,-1,17,-2,0,-3
AMA1-RON2 inh,6%,33%[activator],.,1%,-5%,-12%,3%,-4%,1%,1%

31. COc1ccc(CNC(=O)C2CCN(c3cc(C(=O)Nc4cccc(OC)c4)ccn3)CC2)cc1
32. CCN(CC)S(=O)(=O)c1csc(C(=O)OCC(=O)c2ccccc2)c1
33. COc1ccc(C2/C(=C(/O)c3ccc4c(c3)CC(C)O4)C(=O)C(=O)N2CCN2CCOCC2)cc1OC (centres undefined)
34. CCCNC(=O)C(=O)N/N=C/c1cccs1
35. O=C(c1ccc(CSc2ccccc2)cc1)N1CCN(c2ccccc2)CC1
36. CN1CCC(N(C)c2ccc(C(N)=O)cc2[N+](=O)[O-])CC1
37. O=c1c2c3c(sc2ncn1/N=C/c1ccc([N+](=O)[O-])o1)CCCC3
38. CCCCOCCCNC(=O)C1c2ccccc2Oc2ccccc21
39. CC(=O)n1cc(/C=N/NC(=O)c2cccc(O)c2)c2ccccc21
40. CCN(CC)S(=O)(=O)c1ccc(N2CC(C(=O)NCCc3c[nH]c4ccccc34)CC2=O)cc1 (centres undefined)

Compound,31,32,33,34,35,36,37,38,39,40
Pf growth 48h,-17%,0%,7%,31%[activator],-12%[5.75 µM],21%,?,-17%,.,?
TbPYK inhibitor,0%,-3%,-5%,-16%,-1%,-1%,-7%,-1%,1%,1%
Pf growth 96h,46%[activator],?,21%,25%,7%,2%,.,?,?,?
Shiga toxin inh,8,41*,-4,15,-1,-3,-3,6,59*,.
LmPK inhibitor,8%,3%,-1%,-8%,3%,0%,4%,-3%,-3%,.
Cycloheximide cs,0,33*,0,21*,-2,-8,-2,2,36*,.
AMA1-RON2 inh,-6%,-4%,-1%,-5%,-11%,4%,-11%,1%,79%[activator],-3%

41. COc1cc(OC)c(C(=O)OCC(=O)Nc2ccccc2Cl)cc1OC
42. CSCc1cc(N2CCOCC2)nc(SCc2ccc(Cl)cc2Cl)n1
43. Cn1c(-c2sc3cc(C(F)(F)F)cnc3c2-c2ccccc2)n[nH]c1=S
44. c1cc(-c2nnc3sc(C4CCCCC4)nn23)ccn1
45. COc1ccccc1NS(=O)(=O)c1cc(NC(=O)Cn2cnc3c2c(=O)n(C)c(=O)n3C)ccc1C
46. CCOc1cc(/C=N\NC(=O)OC(C)(C)C)ccc1OC(=O)c1ccco1
47. O=C(O)c1ccc(-[n+]2c(-c3ccccc3)cc(-c3ccccc3)cc2-c2ccccc2)cc1
48. CNc1nc2c(c(=O)[nH]c(=O)n2C)n1CCCc1ccccc1
49. CC1(C)Cc2c(sc3c2c2ncnn2c2nnc(SCC(=O)NCc4ccco4)n32)CO1
50. CCC1CCc2sc(C(=O)NCC(c3ccc(OC)cc3)N3CCCC3)cc2C1 (centres undefined)

Compound,41,42,43,44,45,46,47,48,49,50
Pf growth 48h,19%,13µM*,.,?,?,-4%,?,29%,.,12µM*
TbPYK inhibitor,2%,-5%,?,5%,-12%,0%,-5%,3%,2%,-13%
Pf growth 96h,40%[activator],?,-11%,?,?,-25%,?,31%[activator],?,?
Shiga toxin inh,-7,31*,12,-8,14,35,.,-4,-24,.
LmPK inhibitor,-6%,-3%,?,-8%,-2%,5%[11.5 µM],.,3%,14%,.
Cycloheximide cs,7,2,0,2,2,16,.,2,-4,.
AMA1-RON2 inh,-11%,-2%,18%,23%,3%,10%,-5%,-2%,2%,6%

# Profiles, quoted from the list. Order of screens: Pf growth 48h	TbPYK inhibitor	Pf growth 96h	Shiga toxin inh	LmPK inhibitor	Cycloheximide cs	AMA1-RON2 inh
# Record of CCOc1cc(/C=N\NC(=O)OC(C)(C)C)ccc1OC(=O)c1ccco1 → -4%	0%	-25%	35	5%[11.5 µM]	16	10%
# Record of COc1cc(OC)c(C(=O)OCC(=O)Nc2ccccc2Cl)cc1OC → 19%	2%	40%[activator]	-7	-6%	7	-11%
# Record of COc1ccccc1NS(=O)(=O)c1cc(NC(=O)Cn2cnc3c2c(=O)n(C)c(=O)n3C)ccc1C → ?	-12%	?	14	-2%	2	3%
# Record of CC1(C)Cc2c(sc3c2c2ncnn2c2nnc(SCC(=O)NCc4ccco4)n32)CO1 → .	2%	?	-24	14%	-4	2%

# New compounds follow
51. CC(C)CC1Nc2ncnc(N3CCN(c4ccccc4)CC3)c2N(Cc2ccc(Br)cc2)C1=O (centres undefined)
52. O=C(/C=C/Nc1ccc(Br)cc1F)c1ccccc1
53. Cc1ccc(C(=O)N(CC(=O)NC2CCCC2)c2cccc(F)c2)s1
54. O=[N+]([O-])c1ccc(NC(=S)N2CCN(c3ccccn3)CC2)cc1
55. CCN(c1ccc(OC)cc1)S(=O)(=O)c1nnc(NC(=O)C(C)C)s1
56. CC(=O)N1N=C(c2ccccc2O)OC1(C)CC(=O)Nc1ccccc1 (centres undefined)
57. COC(=O)C1CN(C(=O)C(C)Oc2ccc(C(C)C)cc2)c2ccccc2O1 (centres undefined)
58. CCOC(=O)C1C(c2ccccc2)N(C)OC1(O)C(F)(F)F (centres undefined)
59. CN(C)CCCNC(=O)c1ccc(-c2cc(O)c3ncccc3c2)cc1
60. Nc1n[nH]c(-c2ccc([N+](=O)[O-])cc2[N+](=O)[O-])n1

Compound,51,52,53,54,55,56,57,58,59,60
Pf growth 48h,2.9µM*,170%[activator],10%,8%,26%,17%,-19%,11%,10µM*,17%
TbPYK inhibitor,-3%,?,2%,-17%,-5%,-20%,0%,-7%,2%,-12%
Pf growth 96h,5.9µM*,43%[activator],12%,0%,8%,-3%,31%[activator],3%,6.6µM*,6%
Shiga toxin inh,.,41*,-3,-12,-3,-2,19,18,.,6
LmPK inhibitor,.,-30%,3%,0%,1%,-1%,-5%,3%,.,-6%
Cycloheximide cs,.,38*,6,-3,1,4,6,-1,.,0
AMA1-RON2 inh,-14%,-9%,17%,0%,0%,45%[activator],2%,-12%,.,43%[activator]

# Screening data deposited in PubChem BioAssay by National Center for Advancing Translational Sciences (NCATS).
